# Anesthetic bind: candidate novel general anesthetic via apoferritin binding | P02791 | apoferritin/1-aminoanthracene competitive binding, fluorescence | Potency, µM (doses to about 77.5 µM), for the others: at the top dose activity change, negative = displacement, usual class: inhibitors | actives 0.074% (n = 350,000); note: potency is the fitted concentration of half-maximal effect; % is set by controls: 0 for no effect and ±100 for the full control effect; nearly all actives have a fitted effect of over 20% in size
# Target sequence (P02791 2-175 limits assumed): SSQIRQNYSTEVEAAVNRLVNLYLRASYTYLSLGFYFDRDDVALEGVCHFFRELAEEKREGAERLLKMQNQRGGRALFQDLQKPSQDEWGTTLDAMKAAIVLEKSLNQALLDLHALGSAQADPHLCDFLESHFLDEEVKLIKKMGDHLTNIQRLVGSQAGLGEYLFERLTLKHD
#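 Horse-spleen apoferritin (10 uM) was mixed with 50% saturated 1-aminoanthracene in PBS, exposed to compounds for 10 min at room temperature, and read for fluorescence (ex 380 nm, em 535 nm). Competitive displacement was fitted with a four-parameter Hill equation.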
# POLI inh: blocks human DNA polymerase iota activity; Q9UNA4; Pol iota fluorescent replication assay, 10 min; AID 588590; actives 1% (n = 390,000); Potency, µM (series often up to 115 µM), for the others: top-dose activity, negative = inhibition, hits mostly inhibitors; note: potency is the fitted concentration of half-maximal effect
#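 Pol iota at 10 nM preincubated 15 min with compounds at room temperature; reaction started with fluorescent substrate, 50 nM final. Fluorescence read kinetically at 0 and 10 min; buffer-only wells as negative control.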
# TRHR agonist: activates the human TRH receptor; P34981; TRHR cells, calcium flux fluo-8, FDSS agonist mode; activation, % at 2 µM; actives 0.18% (n = 360,000); AID 493084; in the data active = activation above about 30%; note: 0% is about no effect
# Target sequence (P34981 whole entry, looked up): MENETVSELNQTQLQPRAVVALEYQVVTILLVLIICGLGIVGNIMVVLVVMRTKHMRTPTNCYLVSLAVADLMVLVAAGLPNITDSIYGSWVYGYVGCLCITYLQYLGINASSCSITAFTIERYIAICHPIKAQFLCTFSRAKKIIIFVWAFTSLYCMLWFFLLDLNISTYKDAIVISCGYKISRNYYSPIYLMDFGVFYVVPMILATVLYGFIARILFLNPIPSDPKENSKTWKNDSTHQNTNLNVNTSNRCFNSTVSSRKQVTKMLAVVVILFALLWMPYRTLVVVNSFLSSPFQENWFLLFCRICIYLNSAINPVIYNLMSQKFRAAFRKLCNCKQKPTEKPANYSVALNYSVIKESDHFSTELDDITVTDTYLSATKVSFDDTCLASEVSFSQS
#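 Fluo-8-loaded TRHR cells; 10 s baseline, compound added, kinetic Ca2+ fluorescence read 1/s, agonist mode.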
# BLM helicase inh: Bloom syndrome helicase (human) inhibition. recombinant BLM DNA unwinding, fluorescence dequenching. Potency, µM (series often up to 56.1 µM), for the others: at the top dose activity change, negative = inhibition, usual class: inhibitors. actives 0.2% (n = 350,000). AID 2528;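 note: potency is the fitted concentration of half-maximal effect; plate controls were vehicle for no effect and no enzyme for full effect; nearly all actives have a fitted effect of over 35% in size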
# POLB inh: DNA polymerase beta (human) inhibition; P06746; Pol beta primer extension/strand displacement, fluorescence kinetic; actives 1.3% (n = 340,000); Potency, µM (top dose mostly 114 µM), inactives show at the top dose activity change, negative = inhibition, usual class: inhibitors; note: potency is the fitted concentration of half-maximal effect; % is set by controls: 0 for no effect and ±100 for the full control effect
#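 10 nM enzyme + cpd, 15 min RT; start with substrate 50 nM final; read 0 min and after 10 min RT. Corrected, normalized data; 4-parameter Hill curve fit.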
# APEX1 inh: APE1 (human) endonuclease inhibition. actives 0.35% (n = 350,000). recombinant APE1, TAMRA/BHQ-2 abasic DNA cleavage fluorescence. Potency, µM (series often up to 65.8 µM), for the others: top-dose activity change, negative = inhibition, most hits filed as inhibitors;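 note: potency is the fitted concentration of half-maximal effect; plate controls were vehicle for no effect and reference inhibitor for full effect; nearly all actives have a fitted effect of over 55% in size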
# Target sequence (P27695 whole entry, looked up): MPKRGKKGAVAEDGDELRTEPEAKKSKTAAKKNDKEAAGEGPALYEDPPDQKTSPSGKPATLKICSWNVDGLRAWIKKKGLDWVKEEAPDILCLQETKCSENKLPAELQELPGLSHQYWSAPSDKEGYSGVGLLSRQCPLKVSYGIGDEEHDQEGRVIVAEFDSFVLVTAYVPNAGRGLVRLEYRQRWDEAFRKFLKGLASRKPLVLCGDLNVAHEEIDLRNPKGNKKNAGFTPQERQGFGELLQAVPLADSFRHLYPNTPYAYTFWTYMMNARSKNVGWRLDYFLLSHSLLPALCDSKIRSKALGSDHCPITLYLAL
#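 Measures dequenching upon AP-site incision of a 5'-TAMRA/3'-BHQ-2 THF-containing duplex, 50 nM; human APE1 0.75 nM after 15 min room-temperature exposure to compound; kinetic three-point read at one-minute spacing.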
# ALOX12 inh: blocks human arachidonate 12S-lipoxygenase | P18054 | purified 12hLO, xylenol orange hydroperoxide absorbance | Potency, µM (titrated, usually from 108 µM), for inactives: at the top dose activity change, negative = inhibition, usual class: inhibitors | actives 1.1% (n = 580,000) | AID 1671190; note: potency is the fitted concentration of half-maximal effect; % is set by controls: 0 for no effect and ±100 for the full control effect
#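 Purified human 12hLO (150 nM final) in 25 mM Hepes, 0.01% Triton X-100, pH 7.0 was preincubated 15 min at room temperature with compound. Then 40 uM arachidonic acid was added, 30 min. Hydroperoxide was read by Fe-XO absorbance ratio 573/405 nm.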
# POLK inh: blocks human DNA polymerase kappa activity; Q9UBT6; purified Pol kappa, fluorescent DNA synthesis assay, 10 min; Potency, µM (doses to about 107 µM), without a hit: at the highest dose activity, negative = inhibition, actives largely listed as inhibitors; actives 0.53% (n = 400,000); AID 588579; note: potency is the fitted concentration of half-maximal effect; % is set by controls: 0 for no effect and ±100 for the full control effect
#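 50 nM final substrate added after 15 min RT preincubation of 10 nM Pol kappa with compound; fluorescence read at 0 and 10 min.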
# ERG-DNA inh: inhibitors of human ERG Ets domain-DNA interaction. fluorescence polarization, His-ERG Ets domain / labelled DNA. Potency, µM (highest dose often 76.9 µM), without a hit: at the top dose FP activity, negative = inhibition, most hits filed as inhibitors. actives 0.028% (n = 370,000); active = well fitted inhibition curve with a large enough effect in the polarisation, with a control signal flat; inconclusive = small, poorly fitted or top-dose-only effect, or effect the other way, or a change in a side signal; inactive = no such curve, though single readings can be large or run the other way; the % refers to the polarisation;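 note: polarization taken with two DNA probes labelled with fluorescein and Texas red; potency is the fitted concentration of half-maximal effect; % of control where 0% means no effect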
#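 His-tagged ERG Ets domain (1 uM in the protein solution; 300mM KCl, 50mM Tris-HCl, 1mM EDTA, 1mM DTT, pH 7.5) received compound, then a probe mix of 5 nM fluorescein-DNA and 100nM Texas-615-DNA. Fluorescence polarization was read for both dyes.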
# * = called active by the depositor; ? = inconclusive; / = not tested or not shown; [ ] = another dose, or the depositor's remark. Unless noted, calls come from the whole dose curve; as a rule, active = well fitted curve in the direction sought with a large enough effect; inconclusive = small, poorly fitted or top-dose-only effect, or another doubt; inactive = no such curve, though single readings can be large; an effect the other way counts as inactive or inconclusive. The list is partial (hit frequency here may not be typical).
1: COc1ccc([N+](=O)[O-])cc1/C=N/NC(=O)Cc1ccccc1
2: COc1ccc(C(=O)OCC(=O)c2cc(OC)ccc2OC)c(OC)c1
3: COc1ccccc1CNC(=O)c1ccc(S(=O)(=O)N2CCCC2)cc1
4: CCC(CC)C(=O)Nc1c2c(nn1-c1ccc(OC)cc1)CS(=O)(=O)C2
5: Cc1ccc(CSC2=Nc3sccc3C3=NC(=O)CN23)cc1
6: COc1ccc(N(CC(=O)N2CCOCC2)S(C)(=O)=O)cc1
7: CCN(CC)C(=O)c1sc2c(c1C)c(=O)n(-c1ccc(Cl)c(Cl)c1)c(=O)n2Cc1cc(=O)n2c(C)cccc2n1
8: CCCCCCCC(=O)Nc1ccc(C(=O)N/N=C/c2cccc([N+](=O)[O-])c2)cc1

assay / compound	1	2	3	4	5	6	7	8
Anesthetic bind	-20%	-21%	?	6%	?	-1%	10%	-6%
POLI inh	7%	36%[activator]	36%[activator]	-19%	-10%	49%[activator]	-19%	30%
TRHR agonist	0.7	-0.1	-0.2	-0.2	0.5	0.9	0.0	0.2
BLM helicase inh	1%	-2%	-7%	-1%	-15%	1%	-1%	-8%
POLB inh	-12%	14%	9%	45%	-1%	34%	-2%	?
APEX1 inh	2%	9%	-7%	12%	12%	11%	/	2%
ALOX12 inh	0%	0%	-7%	-5%	0%	-6%	-25%	0%
POLK inh	13%	-15%	-6%	-4%	-30%	-9%	5%[60.1 µM]	-5%
ERG-DNA inh	2%	0%	-2%	-11%	13%	-7%	3%	-6%

9: CC(=O)OCc1c(C(F)(F)F)nn(C)c1Sc1ccccc1
10: CCc1nc(OCC(=O)c2ccccc2)c(C#N)c2c1COC(C)(C)C2
11: CCOc1ccccc1-n1c(SCC(=O)Nc2ccc(CC)cc2)nc2n[nH]c(C)c2c1=N
12: O=C(C1CCC(CNc2c(N3CCCCC3)c(=O)c2=O)CC1)N1CCCC1 (stereo not given)
13: CC1=NNC(=O)C1C(c1cccc(O)c1)C(C#N)C#N (stereo not given)
14: CN(C)c1ccc(C(=O)OCC(=O)N2CCCC2)cc1
15: CCN(Cc1ccccc1)Cc1nc(CCc2ccccc2)no1
16: Cc1cc2[nH]c(=O)c(=O)[nH]c2cc1S(=O)(=O)NC1CCC(C)CC1 (stereo not given)

assay / compound	9	10	11	12	13	14	15	16
Anesthetic bind	?	?	-10%	-8%	44%[activator]	0%	-8%	-8%
POLI inh	4%	-5%	17%	-21%	21%	62%[activator]	24%	11%
TRHR agonist	-0.4	0.7	0.2	0.3	0.6	-1.2	-0.3	0.1
BLM helicase inh	-5%	-12%	-3%	-1%	-17%	-2%	-7%	-1%
POLB inh	1%	4%	0%	30%	-3%	17%	-8%	30%
APEX1 inh	1%	3%	0%	4%	16%	-8%	6%	4%
ALOX12 inh	-21%	40%[activator]	/	-21%	4%	2%	31%[activator]	-6%
POLK inh	-6%	2%	-3%	-4%	1%	-1%	9%	-4%
ERG-DNA inh	-15%	-4%	-8%	4%	-9%	7%	-10%	1%

17: CC1=C(C(=O)NCCN2CCOCC2)C2(CCC(C)CC2)OC1=O (stereo not given)
18: O=C(Cn1ncc2c1-c1ccccc1OC2)N(Cc1ccco1)C1CCCCC1
19: Cc1ccc(N(CC(=O)NCCSCc2ccco2)S(=O)(=O)c2ccc(C)cc2)cc1
20: CC(Oc1ccccc1)C(=O)N1CCN(c2ncccn2)CC1 (stereo not given)
21: COC(=O)c1ccc(NC(=O)Nc2ccc(OC)c(OC)c2)cc1
22: COc1ccc(S(=O)(=O)N2CCN(C(=O)CCOc3ccccc3)CC2)cc1OC
23: CCc1nnc(NC(=O)c2ccc(N(C)S(=O)(=O)c3ccccc3)cc2)s1
24: COc1ccccc1/C=C(\NC(=O)c1cccc(C)c1)C(=O)Nc1ccccn1

assay / compound	17	18	19	20	21	22	23	24
Anesthetic bind	11%	?	-5%	/	-2%	/	-9%	-8%
POLI inh	-4%	25%	1%	43%[activator]	3%	-1%	-28%	102%[activator]
TRHR agonist	0.0	-0.6	0.6	-0.1	-0.6	-0.4	-0.3	0.6
BLM helicase inh	1%	2%	-10%	/	-6%	/	0%	-2%
POLB inh	0%	-11%	-19%	/	6%	/	10%	52%
APEX1 inh	1%	-4%	-8%	46%	-8%	9%	-3%	16%
ALOX12 inh	12%	34%[activator]	21%	3%	-15%	27%	0%	0%
POLK inh	-7%	-9%	-31%	-10%	-21%	-12%	0%	1%
ERG-DNA inh	-2%	-6%	-6%	7%	-6%	-10%	-2%	7%

25: C/C(=N\OC(=O)NC1CCCCC1)c1sc(-c2ccccc2)nc1C
26: O=C(COC(=O)C1=COCCO1)Nc1ccccc1Oc1ccccc1
27: COc1ccc(-c2nnc(NC(=O)CS(=O)(=O)c3ccc(F)cc3)o2)c(OC)c1
28: CC1CCCCC1NC(=O)c1cc(S(=O)(=O)N2CCOCC2)ccc1Cl (stereo not given)
29: CCN1C(N(C)C)=NC[C@@H]1Cc1ccccc1
30: O=C(COc1ccc2ccc(=O)oc2c1)Nc1cccnc1
31: COc1ccc(-c2cc(=O)oc3cc(OCC(=O)N[C@@H](Cc4c[nH]c5ccccc45)C(=O)O)ccc23)cc1
32: Cc1ccc(S(=O)(=O)Nc2cc(C)nn2-c2ccccc2)cc1

assay / compound	25	26	27	28	29	30	31	32
Anesthetic bind	?	6%	/	/	/	-1%	-16%	-9%
POLI inh	12%	23%	-1%	29%	?	23%	7%	0%
TRHR agonist	0.2	-0.9	0.9	/	0.0	0.5	-0.2	-1.3
BLM helicase inh	-8%	0%	/	/	/	-2%	-1%	3%
POLB inh	14%	-8%	/	/	/	-7%	-1%	-1%
APEX1 inh	-1%	-6%	22%	19%	3%	14%	-3%	-5%
ALOX12 inh	-7%	4%	-23%	8%	4%	7%	-26%	19%
POLK inh	-8%	-7%	5%	-11%	-6%	-7%	-11%	-2%
ERG-DNA inh	-3%	2%	-2%	13%	-1%	0%	7%	-6%

33: CC(C)(C)C1CC=C2C(C#N)=C(N)C(C#N)(C#N)C(c3cccs3)C2C1 (stereo not given)
34: O=C(Nc1ccccc1)N1CC2(CCN(S(=O)(=O)c3ccccc3)CC2)C1
35: O=C(O)c1cc2c(cc1NC(=O)C1CCCC1)OCCO2
36: COc1ccccc1NC(=O)CCCCCN1C(=O)c2cccc([N+](=O)[O-])c2C1=O
37: Cc1cccc(NC(=S)NNC(=O)c2csc(C)c2)c1
38: O=C(NN=Cc1ccc2c(c1)OCO2)c1ccccc1
39: CCC(CO)N=CC1=C(O)CC(C)(C)CC1=O (stereo not given)
40: Cn1cccc1/C=C1\CCc2ccccc2C1=O

assay / compound	33	34	35	36	37	38	39	40
Anesthetic bind	-8%	/	/	-14%	-2%	/	-1%	?
POLI inh	/	/	-6%	-20%	1%	-25%	0%	57%[activator]
TRHR agonist	3.8	/	-0.2	-0.3	-0.1	/	0.6	1.0
BLM helicase inh	-11%	2%	/	-11%	-2%	/	-2%	-8%
POLB inh	-1%	/	/	8%	?	/	0%	1%
APEX1 inh	-2%	17%	33%	0%	0%	/	1%	6%
ALOX12 inh	/	-9%[57.4 µM]	12%	-34%	-25%	-3%	0%	39%[activator]
POLK inh	/	3%[60.1 µM]	-3%	0%	-12%	-6%	-16%	-7%
ERG-DNA inh	/	/	8%	17%	-3%	8%	-5%	3%

# Sorted by value in APEX1 inh (lowest first): some entries from above.
cpd	SMILES	APEX1 inh
37	Cc1cccc(NC(=S)NNC(=O)c2csc(C)c2)c1	0%
39	CCC(CO)N=CC1=C(O)CC(C)(C)CC1=O (stereo not given)	1%
40	Cn1cccc1/C=C1\CCc2ccccc2C1=O	6%
34	O=C(Nc1ccccc1)N1CC2(CCN(S(=O)(=O)c3ccccc3)CC2)C1	17%

# New compounds follow.
41: O=C1C(=O)N(CCN2CCOCC2)C(c2ccccc2F)/C1=C(\O)c1ccc(S(=O)(=O)N2CCOCC2)cc1 (stereo not given)
42: O=C(NN=C1CCCCCCCCCCC1)c1cccnc1
43: O=C(c1cc(-c2cccnc2)nc2ccccc12)N1CCCc2ccccc21
44: CCOC(=O)c1nc(-c2ccc(OC)c(OC)c2)no1
45: COc1ccccc1C(=O)Nc1c(C(=O)NC(C)(C)C)oc2ccccc12
46: CC(NS(=O)(=O)c1ccc2c(c1)OCCCO2)C(=O)O (stereo not given)
47: Cn1cccc1CC(=O)N/N=C\c1c2ccccc2cc2ccccc12
48: O=C(Nc1ccc(S(=O)(=O)N2CCOCC2)cc1)c1ccco1
49: CC(=O)Nc1ccc(S(=O)(=O)N(CC(=O)Nc2cc(C)on2)Cc2ccc(F)cc2)cc1

assay / compound	41	42	43	44	45	46	47	48	49
Anesthetic bind	-2%	-9%	0%	-6%	4%	14%	-13%	-11%	-1%
POLI inh	74%[activator]	36%[activator]	53%[activator]	50%[activator]	-28%	-6%	?	9%	22%
TRHR agonist	0.1	0.0	-0.5	0.7	1.3	0.0	-0.1	-0.4	1.1
BLM helicase inh	-5%	-2%	-3%	-6%	-3%	-7%	-5%	1%	-3%
POLB inh	0%	0%	18%	-32%	11%	29%	-14%	17%	15%
APEX1 inh	10%	-5%	0%	-10%	/	14%	-8%	-3%	-1%
ALOX12 inh	-24%	21%	-8%	0%	1%	4%	-17%	0%	-13%
POLK inh	-9%	-3%	-12%	6%	2%	-1%	-17%	2%	-8%
ERG-DNA inh	-1%	-7%	-9%	-2%	-8%	-9%	/	-4%	-3%

# An excerpt from above in order of molecular weight, falling.
45: COc1ccccc1C(=O)Nc1c(C(=O)NC(C)(C)C)oc2ccccc12
47: Cn1cccc1CC(=O)N/N=C\c1c2ccccc2cc2ccccc12
15: CCN(Cc1ccccc1)Cc1nc(CCc2ccccc2)no1

assay / compound	45	47	15
Anesthetic bind	4%	-13%	-8%
POLI inh	-28%	?	24%
TRHR agonist	1.3	-0.1	-0.3
BLM helicase inh	-3%	-5%	-7%
POLB inh	11%	-14%	-8%
APEX1 inh	/	-8%	6%
ALOX12 inh	1%	-17%	31%[activator]
POLK inh	2%	-17%	9%
ERG-DNA inh	-8%	/	-10%

# Screening data from PubChem BioAssay.
